CHOP inh: inhibitors of CHOP promoter induction, primary screen, cell-based, unfolded protein response, luciferase reporter; CHO-K1 CHOP-promoter luciferase, tunicamycin-induced, 15-18 h; inhibition, % at 10 µM; hit rate 3.8% among 220,000; AID 2732, 2010;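 active = compounds that reduced the stress-induced luciferase reporter signal by more than about 70% of percent inhibition, limit read from the data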;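 also: 0% = tunicamycin plus vehicle and 100% = wells without tunicamycin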
p47phox inh: p47phox/p22phox peptide binding inhibitors, primary screen, biochemical, uHTS, NADPH oxidase regulatory subunit; Neutrophil cytosol factor 1 (Homo sapiens), P14598; fluorescence polarization, 2 h; inhibition, % at 24.7 µM; hit rate 0.53% among 220,000; AID 1274, 2008;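 active = inhibition above about 30%, limit read from the data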;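 also: 0% = p47phox with labelled peptide and 100% = labelled peptide alone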
Target sequence (P14598 whole entry, looked up): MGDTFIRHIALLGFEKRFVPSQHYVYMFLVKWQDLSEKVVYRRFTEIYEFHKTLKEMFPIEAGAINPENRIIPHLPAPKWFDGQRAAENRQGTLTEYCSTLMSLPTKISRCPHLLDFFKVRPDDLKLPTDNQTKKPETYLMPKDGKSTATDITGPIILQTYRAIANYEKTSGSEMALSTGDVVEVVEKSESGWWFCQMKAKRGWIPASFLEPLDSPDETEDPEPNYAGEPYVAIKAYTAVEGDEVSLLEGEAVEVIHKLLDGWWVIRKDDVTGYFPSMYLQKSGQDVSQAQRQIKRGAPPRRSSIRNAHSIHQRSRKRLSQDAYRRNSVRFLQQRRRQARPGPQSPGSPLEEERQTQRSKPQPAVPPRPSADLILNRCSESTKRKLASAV
TRPN1 ag: zebrafish TRPN1 channel agonists, primary screen, cell-based, HEK293, calcium fluorescence; hit rate 0.18% among 220,000; HEK293 zebrafish TRPN1-YFP, Fluo-8 calcium fluorescence; 100% = response to 87 µM carbachol; activation, % at 3 µM; transient receptor potential cation channel N1 (TRPN1/NompC), Danio rerio;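 active = activation above its plate's cutoff, the mean activation of test wells on that plate plus 3 SD, cut at about 19% in these data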;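 also: 0% = DMSO alone and 100% = 87 µM carbachol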
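Control set: carbachol 87 µM as high control, DMSO as low control; system: HEK293 stable line with zebrafish TRPN1-YFP; read-out: % activation versus carbachol response; detection: intracellular calcium fluorescence with Fluo-8; doses: single test compound dose, 3 µM nominal, 0.3% DMSO; schedule: dye 1 h 37 °C plus 30 min RT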
EBV gp42 inh: Epstein-Barr virus gp42 inhibitors, primary screen, biochemical, uHTS, fluorescence polarization. Glycoprotein 42 (Epstein-Barr virus (strain AG876)), Q1HVG2. Fluorescence polarization binding assay, mP read-out. inhibition, % (tested at 21.74 µM). hit rate 0.42% among 220,000. AID 1085, 2008; in the data active = inhibition above about 50%
Target sequence (Q1HVG2 whole entry, looked up): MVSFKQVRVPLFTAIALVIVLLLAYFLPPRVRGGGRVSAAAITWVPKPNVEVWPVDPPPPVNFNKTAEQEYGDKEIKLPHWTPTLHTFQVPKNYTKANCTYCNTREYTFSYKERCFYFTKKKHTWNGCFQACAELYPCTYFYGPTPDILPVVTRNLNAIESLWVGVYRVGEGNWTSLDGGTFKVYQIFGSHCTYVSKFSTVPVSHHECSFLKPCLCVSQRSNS
Runt-SMMHC FRET: inhibitors of RUNX1 Runt–CBFb-SMMHC binding, primary screen, biochemical, FRET, Cerulean-Runt, Venus-CBFb-SMMHC, uHTS | Cerulean-Runt/Venus-CBFb-SMMHC FRET ratio 530/480, 1 h | inhibition, % at 20 µM | hit rate 0.74% among 220,000 | Runt-related transcription factor 1 (Homo sapiens) + Core-binding factor subunit beta … | AID 1434, 2008;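 active = mean inhibition across duplicate retests at 20 µM reaching about 50%, limit read from the data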;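 also: 0% = DMSO wells and 100% = wells with excess untagged CBFb-SMMHC; inhibitors lower the FRET ratio by blocking Runt binding to CBFb-SMMHC; some results filed as inactive read as strong as hits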
TNF death inh: inhibitors of TNF-alpha triggered necroptosis, primary screen, cell-based, Jurkat FADD-/-, single concentration; activation (protection from cell death), % at 10 µM; hit rate 0.068% among 220,000; Jurkat FADD-/- TNF necroptosis rescue, ATP luminescence, 24 h; 0 = TNF only, 100 = no-TNF cells;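 active = activation, meaning protection from cell death, of at least 50% relative to plate controls; inactive = activation below 50%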;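 also: necroptosis triggered by 40 ng/mL TNF-alpha added together with compound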
PPC-1+TRAIL kill: compounds killing PPC-1 cancer cells with TRAIL present, primary screen, TRAIL potentiator project, ATPLite luminescence, uHTS; cell killing (% activity), % at 4 µM; hit rate 0.41% among 220,000; AID 1443, 2008; PPC-1 cells + TRAIL, ATPLite viability luminescence;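 active = cell killing above 50% in the first pass at 4 µM, then a duplicate retest at 5 µM averaging 50% or more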;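 also: plate controls were cells with TRAIL plus DMSO for no effect and medium-only wells lacking cells for full effect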
TRPML3 ag: human TRPML3 channel agonists, primary screen, cell-based, HEK293 TRPML3-YFP, Fluo-8 calcium fluorescence, 3 µM; Mucolipin-3 (Homo sapiens), Q8TDD5; 100% = the carbachol control signal; activation, % at 3 µM; hit rate 0.29% among 220,000; AID 1448, 2008;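 active = activation above its plate's cutoff, the mean activation of the plate's test wells plus 3 SD, cut at about 12% in these data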;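 also: 0% = DMSO only wells and 100% = carbachol wells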
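system = HEK293 cells stably carrying human TRPML3-YFP | doses = one concentration, 3 µM nominal, 0.3% DMSO | timing = dye loading 1 h 37 °C then 30 min ambient, 125 s read | detection = Fluo-8 calcium dye fluorescence, ex 470-495, em 515-575 nm | benchmarks = high control carbachol 87 µM, low control DMSO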
MDM2 E3 inh: MDM2-luciferase reporter signal enhancers, primary screen, MDM2 E3 ligase inhibitor project, cell-based, luminescence, 1536-well; cell-based MDM2 ubiquitination luciferase reporter, 2 h; 0 = plate control, 100 = twice control, blank-subtracted; signal enhancement, % at 5 µM; hit rate 0.11% among 210,000; AID 1230, 2008;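 active = signal enhancement of 30% or more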;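 also: luminescence tracks abundance of the self-degrading MDM2-luciferase fusion protein; higher signal means inhibition of MDM2 E3 ligase activity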
Target sequence (Q00987 whole entry, looked up, the tested form may be a part): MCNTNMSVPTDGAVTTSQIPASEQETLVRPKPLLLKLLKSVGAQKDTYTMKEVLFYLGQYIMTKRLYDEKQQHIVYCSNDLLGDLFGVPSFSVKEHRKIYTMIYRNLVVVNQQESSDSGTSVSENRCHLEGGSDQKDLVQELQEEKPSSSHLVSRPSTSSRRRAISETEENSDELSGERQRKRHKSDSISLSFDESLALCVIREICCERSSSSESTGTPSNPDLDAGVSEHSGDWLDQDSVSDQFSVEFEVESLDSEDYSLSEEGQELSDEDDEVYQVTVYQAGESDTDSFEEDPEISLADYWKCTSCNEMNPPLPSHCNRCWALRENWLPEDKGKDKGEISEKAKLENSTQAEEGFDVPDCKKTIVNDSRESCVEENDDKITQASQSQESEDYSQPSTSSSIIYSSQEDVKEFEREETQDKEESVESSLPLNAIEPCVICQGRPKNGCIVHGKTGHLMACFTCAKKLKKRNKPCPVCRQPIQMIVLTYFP
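Assay system: stable mammalian line carrying autodegrading MDM2–luciferase fusion reporter; amount: 2000 cells seeded into each well; buffer or medium: DMEM; benchmarks: plate control and blank wells; signal: luciferase luminescence; timing: 2 h compound exposure at 37 °C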
An asterisk follows results filed as active; . = not tested or not shown; [ ] = another dose, or the depositor's remark.

SMILES	CHOP inh	p47phox inh	TRPN1 ag	EBV gp42 inh	Runt-SMMHC FRET	TNF death inh	PPC-1+TRAIL kill	TRPML3 ag	MDM2 E3 inh
COC(=O)Cc1ccc(NC(=S)NCc2ccccc2)cc1	12	-13	0.0	-13	3	1.2	12	0.4	-21
O=c1cc(-c2ccc(O)c(-c3c(O)cc(O)c4c(=O)cc(-c5ccc(O)cc5)oc34)c2)oc2cc(O)cc(O)c12	17	-76	1.9	7	-11	1.7	-17	0.4	.
COc1cc(NC(=O)COc2ccc(Cl)cc2)ccc1-c1cc2ccccc2oc1=O	26	-25	1.7	-21	-6	-1.7	-11	1.7	-7
CCOC(=O)CSc1[nH]c(=O)cc(C)c1C#N	9	-3	-0.5	-12	-3	-0.2	2	-0.3	-3
COCCCNC(=S)Nc1ccc(OC(F)F)cc1C	14	6	-0.5	2	-1	-2.5	-22	0.2	-5
CC1=NN(c2nc(-c3ccc(C)cc3)cs2)C(=O)C1N=Nc1cccc(O)c1 (configuration not stated)	65	-31	1.2	-8	-8	-2.2	26	0.8	19
COc1ccc(Cl)cc1NC(=S)NCCN1CCOCC1	-18	3	1.5	3	-8	-1.6	24	0.6	-2
Cc1cc(C)nc(NC(=O)c2ccc(Cl)cc2Cl)n1	-5	-9	-0.1	-16	.	-0.6	.	-0.4	-8
O=C(Nc1ccc(N2CCOCC2)cc1)c1cnsn1	78*	1	2.2	0	4	0.5	73*[5 µM]	1.1	-80
C/C(=N\NC(=O)c1nc2ccccn2c1C)c1ccco1	-18	5	0.9	3	2	-1.5	0	-0.2	-30
CCN(CC)C(=O)C1=C(C)NC(=S)NC1c1ccc(C)s1 (configuration not stated)	-6	-6	-0.6	1	3	1.3	-6[5 µM]	0.8	-8
O=C(NCCCn1ccnc1)/C(=C/c1cccs1)NC(=O)c1ccco1	-5	8	0.1	-17	-3	1.1	-4	0.6	-7
O=C1CN(O)C=C2N=c3ccccc3=C2N1c1ccc([N+](=O)[O-])cc1	-2	3	-1.5	1	0	1.4	26	0.6	5
CN1C(=CC=C2C=C(I)C(=O)C(I)=C2)C(C)(C)c2ccccc21	35	-240	7.7	-35	-8	-26	50*	2.3	1
CC(=O)N1N=C2c3ccccc3CCC2C1c1ccc(F)cc1 (configuration not stated)	12	-6	-2.7	-5	0	14	25	-1.0	0
OCc1cc(-c2ccc(Cl)c(Cl)c2)on1	15	-3	-0.5	-14	-6	0.9	22	0.9	-18
COc1ccc(NCc2nc3ccccc3n2CCOc2ccccc2)cc1	43	-14	0.2	9	3	-9.8	18	-0.6	-1
Cc1c(-c2ccnc3cc(C(=O)O)nn23)cnn1C	4	0	-1.1	-11	0	-0.7	-11	-0.3	-4
C=CCn1c(O)c(N=NC(=S)Nc2ccccc2C)c2cc(S(=O)(=O)N3CCOCC3)ccc21	-88	-16	1.2	-16	-12	-5.4	17	1.6	-1
COC(=O)c1ccc2c(=O)sc(N3CCC(C(N)=O)CC3)nc2c1	13	-14	0.6	85*	24	-1.7	12	0.8	-21
Cc1n[nH]c(C)c1S(=O)(=O)N1CCOCC1	-5	-2	1.5	-11	3	1.2	4	0.1	-4
C/C(CCc1ccccc1)=N\NC(=O)c1ccccc1[N+](=O)[O-]	-15	-5	-0.9	4	3	2.3	25	0.8	4
COc1cccc(C2CC(c3ccc(Cl)cc3)n3nc(N)nc3N2)c1 (configuration not stated)	17	-7	1.7	-18	2	2.2	20	1.6	-8
Nc1nnnn1/N=C/c1ccccc1OCc1ccc(Cl)cc1Cl	38	1	-0.6	-15	0	-1.7	5	-0.2	1
Cc1cc(OCCCCNC(C)C)cc(C(C)C)c1	27	-2	0.0	9	-4	3.0	7	1.1	-5
CCOC(=O)N1CCC(NC(=O)CS(=O)(=O)Cc2nc(-c3cccc(OC)c3)oc2C)CC1	11	-3	2.4	-24	2	-1.6	-13	0.2	-3
O=C(NCCc1ccccc1)C1CCN(S(=O)(=O)c2ccc(-c3nn[nH]n3)cc2)CC1	-3	-10	-0.1	-10	0	-0.3	15	0.7	-9
CCc1c(C)sc(NC(=O)Cn2nc(C(F)(F)F)c3c2CCCC3)c1C#N	93*	2	0.4	-5	29	-3.6	2	0.4	-15
O=C1NC(=S)N/C1=C/c1cc([N+](=O)[O-])ccc1N1CCOCC1	3	-7	0.3	4	0	-1.4	6	1.2	-1
Cc1ccc(OCCC(=O)OCC(=O)Nc2cc(S(=O)(=O)N(C)C)ccc2C)cc1	14	-7	0.6	-5	-4	1.2	22	2.1	-5
Cc1ccc(S(=O)(=O)NCC(=O)OCC(=O)c2cc(C)n(-c3ccccc3)c2C)cc1	44	-32	-1.6	-9	5	0.1	22	-0.6	-14
COc1cc(NC(=O)c2cccs2)c(C(=O)OCC(=O)c2cc(C)n(-c3ccccc3)c2C)cc1OC	85*	-47	2.1	-17	-5	0.9	33	1.3	-62
Cc1cc(C)nc(NS(=O)(=O)c2ccc(NC(=O)CN3C(=O)C4CC=CCC4C3=O)cc2)n1 (configuration not stated)	10	-2	1.7	-1	-3	0.3	10	1.3	-7
CC(C)(C)C(=O)NNC(=O)CCCOc1ccc(Cl)cc1Cl	28	-18	0.4	1	1	-2.8	3	0.2	0
CCOc1cccc2cc(C(=O)N3CCN(C/C=C/c4ccccc4)CC3)c(=O)oc12	-33	-2	-0.7	-18	22	1.0	-5	0.1	2
Nc1ccc(-c2n[nH]c(=O)c3ccccc23)cc1N	19	1	-2.0	-16	1	-1.5	14	0.0	0
O=S(=O)(c1ccc(Cl)c(NC(=S)Nc2ccccc2N2CCOCC2)c1)N1CCOCC1	28	-7	0.8	-5	1	1.0	21	-0.3	-23
O=C(NC1CCSC1=O)C1CCCCC1 (configuration not stated)	21	-1	0.2	-5	-5	0.3	0	1.1	-12
CC(=O)NCCn1c(SCC(=O)NCc2ccco2)nc2ccccc2c1=O	4	-1	1.0	-32	3	0.1	-15	-0.4	-1
Cc1cs/c(=N/C(=S)Nc2ccccc2)n1C	5	-24	-0.3	6	5	1.1	16	-0.3	.

Compounds from the list above that contain a cyano group (two):
SMILES	CHOP inh	p47phox inh	TRPN1 ag	EBV gp42 inh	Runt-SMMHC FRET	TNF death inh	PPC-1+TRAIL kill	TRPML3 ag	MDM2 E3 inh
CCOC(=O)CSc1[nH]c(=O)cc(C)c1C#N	9	-3	-0.5	-12	-3	-0.2	2	-0.3	-3
CCc1c(C)sc(NC(=O)Cn2nc(C(F)(F)F)c3c2CCCC3)c1C#N	93*	2	0.4	-5	29	-3.6	2	0.4	-15

The listing continues:
SMILES	CHOP inh	p47phox inh	TRPN1 ag	EBV gp42 inh	Runt-SMMHC FRET	TNF death inh	PPC-1+TRAIL kill	TRPML3 ag	MDM2 E3 inh
Cc1ccc(C)c(-n2c(-c3ccc4c(c3)OCO4)n[nH]c2=S)c1	-11	-8	-0.7	-23	28	-2.2	11	-1.4	-15
CC(CCc1ccccc1)C(=O)NO (configuration not stated)	22	-4	0.3	-12	3	-1.0	-7	0.3	-10
Cc1ccc(C(=O)N2CCN(c3ccc([N+](=O)[O-])c(NCc4ccco4)c3)CC2)cc1	36	4	-2.6	6	-6	-18	24	-1.1	2
Cc1ccc2c(Cl)cc(Cl)c(OCC(=O)NC(C)(C)C)c2n1	31	3	-0.7	-5	1	-0.6	-2	0.5	3
COc1ccc(/C=N/NC(=O)CNS(=O)(=O)c2ccc(C)cc2)cc1	36	-4	-1.1	0	0	1.7	-8	0.4	10
O=C(Nc1ccc2c(c1)CCC2)c1cnccn1	5	-20	0.1	-21	-3	-2.6	-2	0.9	-32
CCc1ccc(NC(=S)NC2CC3CCCC(C2)N3Cc2ccccc2)cc1 (configuration not stated)	41	-1	-0.1	8	-2	-3.7	4	1.5	-12
O=C(COCc1nc2ccccc2c(=O)[nH]1)NCC1CCCCC1	38	-9	-0.1	-9	3	0.0	-15	1.0	-1
O=C(CCN1CCCC1)Nc1ccc(Br)cc1	1	-7	0.0	-10	-3	1.8	22	0.1	.
Cc1cc(=O)[nH]c(SCC(=O)Nc2cc(S(=O)(=O)N(C)C)ccc2Cl)n1	10	-1	-0.2	-6	1	-0.2	16	0.1	4
CC(=C1C(=O)c2ccccc2C1=O)N1CCN(c2ccc(F)cc2)CC1	14	-20	-1.3	-3	-3	-1.3	10	0.3	-9
COc1ccc(CC(=O)N(CC2CCCO2)c2nc3ccccc3s2)cc1 (configuration not stated)	-6	-1	-0.7	-15	0	1.7	-3	0.7	-11
Cc1ccc([N+](=O)[O-])cc1-c1ccc(/C=N\n2nnnc2N)o1	90*	6	-0.6	-15	-5	0.4	5	-0.1	-2
C=CCn1c(SCC(=O)c2ccc(NS(=O)(=O)c3ccccc3)cc2)nnc1-c1cccs1	3	-10	-0.1	0	4	1.9	-18	0.1	3
O=C(c1ccc2c3c(cccc13)CC2)C1CCCN(Cc2ccc(OCCO)cc2)C1 (configuration not stated)	27	-28	1.5	-18	-1	3.8	0	2.1	-1
CSCCC(NC(=O)c1ccccc1)C(=O)NC1CCCC1 (configuration not stated)	-1	4	-0.5	-13	-3	0.3	2	0.2	-4
CCCn1nnc(NC(=S)NC(=O)CC)n1	5	-12	0.2	-4	1	-1.4	19	0.4	-1
Cc1cccc2c(N=Nc3ccc(S(=O)(=O)Nc4ccc(Cl)cc4)cc3[N+](=O)[O-])c(O)[nH]c12	6	-5	0.8	3	-15	1.5	3	0.1	-14
CC(=O)Nc1ccc(NS(=O)(=O)Cc2ccccc2)cc1	2	-7	1.3	-12	0	0.1	-24	0.7	-11
COC(=O)C1=C(C)N(Cc2ccco2)C(=O)N[C@H]1c1ccc(Br)cc1	4	-1	-1.5	-16	-4	0.5	-3	-1.3	.
Clc1ccc(C2[C@H]3CN(Cc4ccc(-c5ccccc5)cc4)[C@H](c4ccccc4)C34CC2(c2cccnc2)C4)cn1 (some centres not stated)	15	-25	.	-14	-1	-0.2	29	.	2
CCCCC(O)(CCCC)C(=O)NN(C(=O)CCl)c1ccccc1	-24	5	-1.1	7	1	-0.8	9	-0.3	-17
CC(C)CC(=O)NNC(=O)c1ccc(Cl)cc1	-2	-6	0.3	-4	-2	0.1	3	0.0	0
